# Compound activity as filed in PubChem BioAssay.
# ATXN2 expr inh: Primary qHTS for Inhibitors of ATXN expression; HEK-293 ATXN2-luciferase reporter, luminescence, 24 h; Potency, µM (top dose mostly 57 µM), without a hit: top-dose activity change, negative = inhibition, usual class: inhibitors; 360,000 compounds, 0.72% hits; further: potency means the concentration at half of the fitted maximal effect; on the % scale 0 is the no-effect control and ±100 the full control effect; nearly all actives have a fitted effect of over 55% in size
#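 qHTS (up to 57 uM final) was run with 24 h compound exposure of reporter cells at 37 °C. Each well was multiplexed: SteadyGlo luminescence measured ATXN2-luciferase expression after a fluorogenic Gly-Phe-AFC viability readout (25 uM final).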
# EPAC2 agonist: qHTS for Agonist of cAMP-regulated guanine nucleotide exchange factor 4 (EPAC2): primary screen; Rap guanine nucleotide exchange factor 4 (Homo sapiens), Q8WZA2; EPAC2 activation, biochemical qHTS; response scale: 100% = 6.5 mM cAMP response; Potency, µM (highest dose often 154 µM), without a hit: at the highest dose activation, usual class: activators; 360,000 compounds, 0.079% hits; further: potency means the concentration at half of the fitted maximal effect; nearly all actives have a fitted effect of over 50% in size
# Target sequence (Q8WZA2 whole entry, looked up): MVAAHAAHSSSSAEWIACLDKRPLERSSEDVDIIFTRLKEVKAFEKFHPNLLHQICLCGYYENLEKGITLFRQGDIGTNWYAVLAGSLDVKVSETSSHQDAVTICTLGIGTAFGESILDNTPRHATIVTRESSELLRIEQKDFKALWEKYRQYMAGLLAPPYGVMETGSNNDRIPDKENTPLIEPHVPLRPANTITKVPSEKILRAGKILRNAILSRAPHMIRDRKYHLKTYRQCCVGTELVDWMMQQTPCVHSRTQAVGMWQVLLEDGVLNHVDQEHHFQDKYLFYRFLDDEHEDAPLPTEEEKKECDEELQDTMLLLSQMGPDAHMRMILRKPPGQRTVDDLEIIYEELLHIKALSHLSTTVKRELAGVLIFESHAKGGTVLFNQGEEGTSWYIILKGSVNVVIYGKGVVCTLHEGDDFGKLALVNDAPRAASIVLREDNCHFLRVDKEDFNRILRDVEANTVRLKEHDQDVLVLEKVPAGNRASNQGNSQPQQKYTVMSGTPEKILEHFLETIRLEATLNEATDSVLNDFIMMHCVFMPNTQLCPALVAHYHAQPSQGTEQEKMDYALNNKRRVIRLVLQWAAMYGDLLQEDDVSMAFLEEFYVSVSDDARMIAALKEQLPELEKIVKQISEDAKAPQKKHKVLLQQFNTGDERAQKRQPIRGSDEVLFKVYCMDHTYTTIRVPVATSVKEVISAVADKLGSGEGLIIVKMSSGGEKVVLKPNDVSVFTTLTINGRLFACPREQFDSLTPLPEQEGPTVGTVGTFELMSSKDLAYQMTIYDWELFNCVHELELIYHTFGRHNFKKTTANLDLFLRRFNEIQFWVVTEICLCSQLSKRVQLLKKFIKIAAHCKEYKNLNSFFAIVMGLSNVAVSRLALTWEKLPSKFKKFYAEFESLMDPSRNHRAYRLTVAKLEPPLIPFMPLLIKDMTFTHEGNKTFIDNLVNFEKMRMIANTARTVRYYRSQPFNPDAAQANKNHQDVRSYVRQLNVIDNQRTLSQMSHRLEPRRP
#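 Compounds were added across a concentration range to EPAC2 (100 nM), RAP1B-BODIPY-GDP (250 nM) and GDP (50 uM). After 5 min at room temperature, fluorescence was recorded at 5-min intervals for 30 min.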
# HepG2 viability: qHTS for Inhibitors of TGF-b: Cytotox Counterscreen; Potency, µM (top dose mostly 46.1 µM), for the others: at the highest dose activity change, negative = cytotoxicity, usual class: cytotoxic; 410,000 compounds, 0.76% hits; AID 588856, 2011; HepG2 CAGA-GFP viability, ATP luminescence, 18 h; further: potency means the concentration at half of the fitted maximal effect; some results filed as inactive show a strong effect at the top dose
#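 HepG2 CAGA-GFP cells (1000/well, DMEM with 1% FBS) received compound, then TGF-beta at 500 pg/mL final, and were incubated 18 hours at 37 degrees C. Viability was read by CellTiter-Glo luminescence. Media-only wells were set as complete cell-killing and DMSO as no toxicity.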
# TGFb SMAD3 inh: qHTS for Inhibitors of TGF-b. HepG2 CAGA-GFP TGF-b/SMAD3 reporter, GFP fluorescence, 18 h; TGF-beta stimulated, 500 pg/mL final. Potency, µM (highest dose often 46.1 µM), for inactives: at the highest dose activity, negative = inhibition, actives largely listed as inhibitors. 410,000 compounds, 1.2% hits; further: potency means the concentration at half of the fitted maximal effect; on the % scale 0 is the no-effect control and ±100 the full control effect; nearly all actives have a fitted effect of over 65% in size
#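 Per well, imaged GFP fluorescence of HEPG2 CAGA-GFP cells gives the signal; cells get compound, then TGF-beta (500 pg/mL final), 18 h at 37 degrees C; %Activity versus -TGF-beta and +DMSO controls.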
# Nrf2 block: Nrf2 qHTS screen for inhibitors | 360,000 compounds, 2.1% hits | Potency, µM (doses to about 46 µM), for inactives: at the highest dose activity change, negative = inhibition, most hits filed as inhibitors | A549 ARE-Fluc reporter, luciferase luminescence, 18-24 h; further: potency means the concentration at half of the fitted maximal effect; on the % scale 0 is the no-effect control and ±100 the full control effect; nearly all actives have a fitted effect of over 60% in size
#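 Quantitative HTS in A549 cells stably bearing an antioxidant response element-firefly luciferase construct. Inhibition of Nrf2-driven transcription was scored by luminescence after 18-24 h of compound exposure at 37 °C.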
# A549 viability: Nrf2 qHTS screen for inhibitors: counterscreen for cytotoxicity; A549 ARE-Fluc cells, CellTiter-Fluor viability, 18-24 h; 390,000 compounds, 0.16% hits; Potency, µM (series often up to 46 µM), for inactives: at the top dose activity change, negative = cytotoxicity, hits mostly inhibitors; further: potency means the concentration at half of the fitted maximal effect; on the % scale 0 is the no-effect control and ±100 the full control effect
#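 A549 ARE_Fluc cells in 5% FBS OPTI-MEM were exposed to compounds in concentration-response for 18-24 h at 37 deg C. Viability was read by CellTiter-Fluor fluorescence (Ex 405/Em 525) after 30 min, before the luciferase read.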
# Nrf2 activator: qHTS of Nrf2 Activators; AREc32 ARE-luciferase reporter (MCF7-derived line), luminescence, 24 h; Potency, µM (doses to about 46.1 µM), for inactives: at the top dose activation, actives largely listed as activators; 410,000 compounds, 0.31% hits; further: potency means the concentration at half of the fitted maximal effect; % of control where 0% means no effect; nearly all actives have a fitted effect of over 65% in size
#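 Steps: seed AREc32_Fluc cells (1000/well, 5% FBS OPTI-MEM); incubate overnight at 37 deg C; add 23 nL compound; incubate 24 hr; add Steady-Glo; hold 30 min RT; read luminescence.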
# ATXN viability: Viability Counterscreen for Primary qHTS for Inhibitors of ATXN expression; S2 cells (HEK-293 line with an ATXN2-luciferase reporter) viability, CellTiter-Fluor protease fluorescence, 24 h; Potency, µM (doses to about 56.7 µM), most hits filed as cytotoxic; 400,000 compounds, 0.49% hits; AID 651635, 2014; further: potency means the concentration at half of the fitted maximal effect; nearly all actives have a fitted effect of over 40% in size
# IL2 activator: qHTS of IL-2 Activators; IL-2 activation reporter assay, cell-based qHTS; stimulated with anti-CD3/CD4/CD28 beads; in transgenic mouse T cells; activation, % (series mostly up to about 46 µM); 360,000 compounds, 0.065% hits; in the data active means activation above about 50%; inconclusive means mostly about 30% to 49%; further: 0% is about no effect
#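 Readout is EGFP and DsRed signal by fluorescent plate cytometry after 18 h at 37 degrees C. Transgenic mouse T cells (750/well) received compound for 60 min before bead stimulation (anti-CD3, anti-CD4, anti-CD28); memory T cells served as non-tolerant control.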
# Numbers without * were called inactive; i = inactive; ? = inconclusive; · = not tested or not shown; & = joins results of further samples; [ ] = remark or other dose. Unless noted, the call rests on the fitted dose curve; in most records, active means well fitted curve in the direction sought with a large enough effect; inconclusive means small, poorly fitted or top-dose-only effect, or another doubt; inactive means no such curve, though single readings can be large; an effect the other way counts as inactive or inconclusive.
SMILES	ATXN2 expr inh	EPAC2 agonist	HepG2 viability	TGFb SMAD3 inh	Nrf2 block	A549 viability	Nrf2 activator	ATXN viability	IL2 activator
CCCN1C(=O)c2[nH]nc(-c3ccccc3)c2C1c1cccc(O)c1 (centres undefined)	·	·	3.8%	-6.8%	2.0%	-3.0%	5.7%	·	·
CCc1cccc(NC(=S)N(CCCN2CCOCC2)C(C)c2cc3cccc(OC)c3o2)c1 (centres undefined)	-7.5%	7.1%	-25.7%	-22.1%	-10.0%	-1.7%	3.1%	i	-0.1
CC(=O)Oc1ccc(Cn2c(C)c(C(=O)NC3CC3)sc2=O)cc1	9.7%	-4.3%	6.9%	21.6%	·	·	-0.2%	i	0.1
Cc1ccc(NC(=O)c2cccc(S(=O)(=O)N3CCN(c4ccc(F)cc4)CC3)c2)nc1	-19.0%	6.8%	-18.9%	?	23.1µM*	-4.8%	4.2%	i	0.7
Fc1ccccc1-c1nc(N2CCCCC2)c2ccccc2n1	4.9%	8.1%	-12.0%	-18.0%	2.4%	2.0%	3.5%	i	-0.9
O=C(Nc1ccc2c(c1)OCCO2)C1CCN(c2ncccn2)CC1	5.3%	13.3%	-11.0%	-6.4%	2.4%	5.9%	0.6%	i	-0.2
CCOc1cc2[nH]c(=O)n(CCCC(=O)N3CCN(c4ccc(OC)cc4)CC3)c(=O)c2cc1OCC	9.0%	·	2.0%	-4.5%	·	-9.7%	-0.8%	i	·
O=C(c1ccc(C#CC2(O)CCCCC2)cc1)N1CCN(C(c2ccccc2)c2ccccc2)CC1	4.0%	-4.4%	4.1%	?	·	-2.0%	4.9%	?	0.0
COC(=O)C1=CN(Cc2cccs2)C=C(C(=O)OC)C1c1ccc(OC)cc1OC	-9.8%[11.3 µM]	3.0%	13.2%	18.0%	-0.8%	4.7%	2.1%	·	0.6
O=C(NCC(c1cccnc1)N1CCN(c2ccccc2F)CC1)c1ccc(F)cc1 (centres undefined)	-25.3%	·	-26.2%	?	-1.4%	0.9%	1.0%	?	·
Cc1cc(C)cc(C(=O)Nc2ccc(N3CCCC3)cc2)c1	66.8%[activator]	0.6%	-7.5%	2.5%	?	-8.0%	1.0%	i	-0.2
Cc1ccc(NC(=S)NC(=O)c2ccc(F)cc2)cc1S(=O)(=O)Nc1cccc(Cl)c1	?	10.6%	-24.2%	-29.5%	?	-7.5%	3.7%	?	-2.4
COc1ccc(NC(=O)C2CCN(S(=O)(=O)c3cccc4nonc34)CC2)cc1	6.2%	-1.8%	5.2%	10.9%	0.5%	0.5%	-0.4%	i	0.2
Nc1ccc(Br)c2cccnc12	-24.0%	5.8%	-8.2%	-32.2%	10.3%	7.2%	19.0%	·	0.0
c1cc(-c2ccc3[nH]ccc3c2)n2ccnc2c1	35.5%	2.6%	-22.3%	12.7%	·	·	-0.4%[9.22 µM]	i	0.8
COc1ccc(-c2nc(CSCC(=O)NCCc3ccc(C)cc3)c(C)o2)cc1OC	·	·	-7.1%	-1.6%	?	2.7%	-0.1%	·	·
CCC(C)NC(=O)c1cc(-c2ccc3c(c2)OCO3)on1 (centres undefined)	-17.0%	4.0%	1.0%	2.1%	?	2.8%	0.3%	i	0.5
CCOC(=O)CCn1c2nc(C)cc(C)c2c(=O)n1-c1ccccc1	0.4%	6.7%	-3.2%	12.3%	5.2%	-4.8%	-0.5%	i	-0.6
COC(=O)c1ccc(-n2nnc(-c3nsc(NC(=O)c4ccc(Cl)cc4)n3)c2C)cc1	-26.3%	·	2.5%	-8.9%	4.6%	-4.5%	-1.4%	i	·
CCOc1ccc(C2C(C(=O)O)CCC(=O)N2C2CCCCC2)cc1 (centres undefined)	5.6%	1.9%	-1.9%	6.2%	4.3%	5.0%	-0.4%	i	-0.5
COc1cc(C(=O)NCC(=O)N/N=C/c2ccc(-c3ccc([N+](=O)[O-])cc3)o2)cc(OC)c1OC	-17.3%	-6.1%	-1.0%	?	-10.3%	-15.3%	2.8%	?	-4.2
CCOc1cccc(NC(=O)C2CC(=O)N(C)C(=Nc3ccc(OC)cc3)S2)c1 (centres undefined)	5.6%	·	-14.3%	14.7%	·	2.5%	-0.5%	i	·
CCOC(=O)N1CCN(C(=O)CCn2nc(-c3ccccc3)ccc2=O)CC1	4.0%	1.9%	-2.8%	0.7%	8.0%	-6.2%	-0.4%	?	0.3
C=CCn1cc(CN2CCC(C(=O)Nc3cccc(-c4cccc(Cl)c4)c3)CC2)c(C)n1	·	1.0%	15.8µM*	?	10.6%	-8.9%	-5.2%	?	-1.0
Cc1nc(N2C(=O)C(=O)/C(=C(/O)c3ccccc3)C2c2ccco2)sc1C (centres undefined)	7.4%	3.98µM*	-89.6%	-10.0%	?	?	4.3%	i	0.9
CCCc1nnc(-c2ccc(OC)cc2)o1	0.0%	-2.1%	0.7%	-0.3%	8.7%	-3.9%	-0.6%	i	-0.3
COC(=O)c1cnc(SCc2ccc([N+](=O)[O-])cc2)n1C	-1.3%	3.6%	29.6%	8.3%	-1.5%	9.7%	-0.2%	i	-0.3
CCOC(=O)C(C)Oc1ccc(C2NC(=O)NC(C)=C2C(C)=O)cc1Br (centres undefined)	-5.5%	-3.8%	-53.9%	?	6.0%	4.0%	2.5%	i	-2.5
C=C1CC2C(=O)N(Cc3ccccc3)C(C(=O)OCC)(C(=O)OCC)C1N2C(=O)OC(C)(C)C (centres undefined)	-5.4%	2.5%	1.5%&-13.4%	10.6%&-23.1%	6.9%&21.9%	-8.9%&-1.1%	4.4%	i	0.3
O=C(c1cc2c(c(-c3cccc(-c4ccncc4)c3)n1)[C@H](CCO)N(C(=O)c1ccc3c(c1)OCO3)C2)N1CCOCC1	3.2%	11.2%	·	·	·	·	5.3%	i	1.3
O=C(Cc1cccs1)NC(Cc1c[nH]c2ccccc12)C(=O)O (centres undefined)	17.2%	2.0%	6.6%	-1.9%	1.6%	0.3%	-0.4%	i	0.1
CN1CCc2c(n(CC(O)CN3CCN(CCO)CC3)c3ccccc23)C1=O (centres undefined)	-31.8%	5.9%	-13.6%	-1.5%	1.8%	-3.6%	-0.7%	?	0.1
NC(=O)c1ccsc1NC(=O)C1CC1	-1.5%	5.8%	-1.8%	11.3%	0.8%	1.3%	0.2%	i	-3.4
CC(=O)N1[C@H](Cc2ccccc2)C=C[C@]1(C)C(=O)NCc1ccc(C)o1	-3.3%	-1.5%	-18.1%	?	-1.7%	1.1%	3.5%	i	-0.1
O=C1CC(N2CCCc3ccccc32)C(=O)N1c1ccccc1 (centres undefined)	0.9%	1.9%	-0.3%	?	-4.9%	0.0%	0.2%	i	-3.0
Cc1nn(CC(=O)N2CCN(c3ccccc3)CC2)c(=O)c2cc3sccc3n12	·	·	-6.3%	?	-4.2%	-5.3%	-1.1%	·	·
CCCN(CCC)CCCNC(=O)c1cc2c(-c3ccc(Cl)cc3)nn(C)c2s1	?	·	-46.4%	?	-11.8%	?	22.8%	25.1µM*	·
Cc1ccc(-c2cccc([C@H]3[C@@H]4C=CC[C@@H](C)[C@@H]4C(=O)N3Cc3ccccc3)c2)cc1	-27.3%	7.3%	-23.6%	20µM*	-14.1%	-5.6%	6.9%	i	-0.9
O=C(c1cnccn1)N1CCN(C/C=C/c2ccccc2)CC1	3.7%	-11.0%	-0.6%	-18.2%	-12.9%	-2.6%	1.8%	i	-0.4
CC(=O)c1coc2ccc(OCC(=O)O)cc12	16.3%	-7.8%	1.7%	-10.9%	2.9%	4.8%	3.3%	i	-0.8
Cc1c(NC(=O)c2cc(-c3ccc(Cl)s3)nc3ccccc23)c(=O)n(-c2ccccc2)n1C	-18.2%	4.1%	1.1%	29.3%	·	-1.9%	3.1%	i	-0.3
O=C(c1ccc(S(=O)(=O)N2CCOCC2)cc1)N(c1ccc(F)cc1)C1C=CS(=O)(=O)C1 (centres undefined)	3.2%	4.3%	-15.5%	-12.0%	3.1%	-5.7%	0.0%	i	-0.6
CCC1(C)Cc2ccccc2-c2[nH][nH]c(=O)c21 (centres undefined)	-17.2%[11.3 µM]	17.0%	-9.6%	6.0%	25.0%	7.2%	-0.1%	i	3.2
COc1cc2c(cc1NC(=O)c1cccc(S(=O)(=O)N(C)C)c1)oc1ccccc12	21.1%	5.8%	-15.2%	1.0%	?	-8.7%	6.3%	i	0.5
CC(=O)c1ccc(NS(=O)(=O)c2cccc(C(=O)Nc3ccccc3C(=O)O)c2)cc1	·	6.1%	-10.4%	-6.9%	?	?	-0.7%	i	-0.5

# Of the compounds above, two contain two or more sulfur atoms:
SMILES	ATXN2 expr inh	EPAC2 agonist	HepG2 viability	TGFb SMAD3 inh	Nrf2 block	A549 viability	Nrf2 activator	ATXN viability	IL2 activator
Cc1ccc(NC(=S)NC(=O)c2ccc(F)cc2)cc1S(=O)(=O)Nc1cccc(Cl)c1	?	10.6%	-24.2%	-29.5%	?	-7.5%	3.7%	?	-2.4
O=C(c1ccc(S(=O)(=O)N2CCOCC2)cc1)N(c1ccc(F)cc1)C1C=CS(=O)(=O)C1 (centres undefined)	3.2%	4.3%	-15.5%	-12.0%	3.1%	-5.7%	0.0%	i	-0.6
